Myeloid diff MLP: promotes myeloid progenitor differentiation; ER-HoxA9 myeloid progenitors, lysozyme-GFP differentiation, flow cytometry; calls only at 10 µM; 360,000 compounds, 1% hits; AID 624256;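 active = normalized GFP-positive differentiation at or above the plate's own cutoff, the solvent-only control mean plus 3 SD; inconclusive = no clear call, values can overlap the other calls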;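 also: cells exposed to compound for four days before flow analysis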
NOD2 inhibition: inhibition of NOD2-driven NF-kB reporter – cell-based, luminescence, uHTS, HEK293 (AID 1566); HEK293 NOD2/NF-kB luciferase reporter, luminescence; higher % means a stronger effect; one-dose inhibition, % at 4 µM; EC50 in µM for titrated hits; 290,000 compounds, 0.63% hits; also: many of its hits are not listed in these tables
KOR beta-arrestin-1: KOR agonists, beta-arrestin recruitment, primary screen, cell-based, luminescence, uHTS (AID 1777); KOR beta-arrestin recruitment, luminescence; higher % means a stronger effect; activation, % at 10 µM, or EC50 in µM where a hit was titrated; 280,000 compounds, 0.02% hits; in the data active = activation above about 50%, passing the limit was not always enough; also: a part of the inactive calls stands beside numbers as strong as those of hits
GPR55 antagonists: GPR55 antagonists blocking LPI-driven arrestin recruitment, primary screen, imaging, U2OS, beta-arrestin-GFP, LPI agonist (AID 2013) | U2OS GPR55 beta-arrestin-GFP translocation imaging, LPI antagonism; higher % means a stronger effect | 290,000 compounds, 0.13% hits | inhibition, % at 10 µM; hits with a dose series show IC50 in µM;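 active = spots per cell inhibited over 60%, with over 100 cells counted and total cytoplasm intensity under 500,000; inconclusive = wells with under 100 cells, flagged as likely toxic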;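 also: U2OS cells stably carrying GPR55 and arrestin-GFP stimulated by 5 µM LPI near EC80; imaged beta-arrestin-GFP aggregate spots per cell after agonist stimulation; plate controls were LPI-stimulated DMSO wells for no effect and DMSO wells without LPI for full effect; some results filed as inactive read as strong as hits; confirmed hits need IC50 under 10 µM and bright autofluorescent wells are also inconclusive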
NOD1 inhibition: NOD1 signaling inhibitors, primary screen, cell-based, luminescence, uHTS (AID 1578) | NOD1-driven NF-kB luciferase reporter cells, luminescence; higher % means a stronger effect | inhibition, % at 4 µM, or EC50 in µM where a hit was titrated | 290,000 compounds, 1% hits; in the data active = inhibition mostly above about 36%, no sharp cut-off; inactive = mostly below about 34%;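 also: HEK-293T reporter cells stimulated with the NOD1 agonist gamma-tri-DAP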
HIV peptide binding: inhibitors of HIV fusion peptide binding, primary screen, biochemical, uHTS, fluorescence dequenching (AID 1986); cell-free peptide binding, fluorescence dequenching, 30 min; higher % means a stronger effect; inhibition, % at 20 µM, or IC50 in µM where a hit was titrated; 290,000 compounds, 0.3% hits; in the data active = inhibition mostly above about 52%, no sharp cut-off; inactive = mostly below about 76%; also: some results filed as inactive read as strong as hits
GPR35 antagonists: GPR35 antagonists blocking zaprinast-driven arrestin recruitment, primary screen, imaging, U2OS, beta-arrestin-GFP, zaprinast agonist (AID 2058). inhibition, % at 10 µM, or IC50 in µM where a hit was titrated. 290,000 compounds, 0.052% hits. U2OS GPR35 beta-arrestin-GFP translocation imaging, zaprinast antagonism; higher % means a stronger effect;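 active = inhibition of at least 50% with at least 30 cells and total cytoplasm GFP at most 10,000,000; inconclusive = under 30 cells or total GFP of 10,000,000 plus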
GPR55 beta-arrestin: GPR55 agonists via beta-arrestin recruitment, primary screen, imaging, U2OS cells, beta-arrestin-GFP redistribution (AID 1961); 290,000 compounds, 0.048% hits; U2OS GPR55 beta-arrestin-GFP redistribution imaging; higher % means a stronger effect; one-dose activation, % at 10 µM; EC50 in µM for titrated hits;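 active = activation above 40% with more than 50 cells counted in the well; inconclusive = wells holding fewer than 50 cells, flagged as toxic or sparse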;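 also: U2OS osteosarcoma cells stably expressing GPR55 and beta-arrestin-GFP; plate controls were DMSO negative control for no effect and LPI positive control for full effect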
KOR beta-arrestin-2: kappa opioid receptor blockers – cell-based, luminescence, uHTS (AID 1778) | KOR beta-arrestin recruitment, luminescence, antagonist mode; higher % means a stronger effect | inhibition, % at 10 µM, or IC50 in µM where a hit was titrated | 290,000 compounds, 0.091% hits; also: strong numbers were not always called active
Myeloid diff MLP GFP+ MAC1+ %: recorded beside Myeloid diff MLP, whose call it bears; GFP+ MAC1+ double positive, %; measured here: differentiation confirmed by MAC1 staining
Active calls of the source: *; i = inactive; ? = inconclusive; · = no result given; + = active, no number; [ ] = remark or other dose. Rule as the data show it, unless noted: active = inhibition above about 50%; inactive = the rest. An excerpt; the hit share may differ from the screen's.

#	SMILES	Myeloid diff MLP	Myeloid diff MLP GFP+ MAC1+ %	NOD2 inhibition	KOR beta-arrestin-1	GPR55 antagonists	NOD1 inhibition	HIV peptide binding	GPR35 antagonists	GPR55 beta-arrestin	KOR beta-arrestin-2
1	O=C(Nc1cccc(Cl)c1)N1CCN2C(=O)c3ccccc3C12c1ccccc1 (centres undefined)	i	0.7	13%	0.2%	33%	9%	0.1%	10%	-0.1%	-7%
2	C=CCn1cnc2c(nnn2-c2ccc(OC)c(OC)c2)c1=O	i	0.4	3%	-3.9%	5%	-30%	-1.8%	-10%	-0.1%	-1%[20 µM]
3	COc1cccc([C@@H]2Oc3ccc(OC)cc3C(=O)[C@H]2OC(=O)NCc2ccc3c(c2)OCO3)c1	·	·	-28%	-1.2%	-4%	-29%	5.1%	-5%	-0.2%	20%
4	CCOC(=O)C1(C)/C(=N/Nc2cccc(Cl)c2)C(=O)C(=O)N1c1ccccc1 (centres undefined)	i	0.7	3%	1.7%	1%	-8%	9.9%	6%	-0.1%	-22%
5	Cc1ccc2c(c1)NC(=O)c1cccc([N+](=O)[O-])c1CO2	·	·	10%	-0.6%	7%	-31%	0.1%	8%	0.6%	-5%
6	Cc1ccc(OCC(=O)N/N=C/c2cccnc2)cc1C	i	0.7	7%	-1.2%	-11%	-19%	-1.0%	14%	-0.2%	-12%
7	COc1ccc(C(=O)Cn2c(Br)nc3c2c(=O)n(C)c(=O)n3C)cc1OC	i	2.2	17%	-0.8%	-1%	15%	5.0%	-7%	-0.2%	34%
8	O=C(CN1CCN(C(=O)c2ccco2)CC1)Nc1c2c(nc3c1CCC3)CCCC2	i	0.8	10%	-2.4%	15%	26%	-0.6%	11%	-0.2%	12%
9	NC1=NN(c2cccc(C(=O)O)c2)C(=O)C1	i	0.6	-9%	0.8%	7%	-33%	34%	-13%	0.8%	-4%
10	Cc1cccc(NC(=O)c2ccccc2OCC(=O)N2CCOCC2)c1C	i	6.2	3%	-3.7%	10%	6%	-0.9%	-5%	0.6%	-20%
11	COc1ccccc1C(=O)NCC(=O)OCC(=O)Nc1cccc(S(=O)(=O)N2CCCCCC2)c1	i	0.4	19%	-1.7%	-3%	-38%	-1.7%	-6%	-0.1%	0%
12	C=CCN(CC=C)C(=O)c1ccc(OC2CCN(S(=O)(=O)N(C)C)CC2)cc1	i	0.2	-37%	1.9%	-7%	-27%	-1.0%	18%	-0.3%	3%
13	O=C(CN(Cc1ccccc1)C(=O)c1cc2c(s1)CCC2)NCc1cccs1	i	1.6	-5%	5.0%	12%	-26%	2.2%	-12%	0.2%	3%
14	Cc1ccc(-n2c(SCC(=O)N(C)C3CCS(=O)(=O)C3)nc3ccccc3c2=O)cc1 (centres undefined)	i	0.0	30%	-6.4%	29%	-23%	-0.9%	-11%	0.3%	14%
15	O=C(O)CC1S/C(=N/N=C/c2ccc([N+](=O)[O-])cc2)N(c2ccc(O)cc2)C1=O (centres undefined)	i	0.2	2%	0.1%	-4%	-36%	-1.6%	2%	0.2%	-29%[20 µM]
16	O=C(Cn1c(C(F)(F)F)nc2ccccc21)OCC(=O)c1c[nH]c2ccccc12	i	0.4	-3%	3.3%	-7%	-20%	2.6%	-13%	0.2%	2%
17	CCCCNC(=O)Nc1ccccc1C(=O)NCc1ccco1	i	3.4	14%	-3.9%	14%	1%	-1.2%	-19%	-0.2%	17%
18	COCCn1c(-c2ccccc2)cnc1SCC(=O)Nc1cccc2ccccc12	i	0.8	-11%	5.2%	4%	-16%	-2.1%	35%	-0.5%	4%
19	O=C(Cn1c2c(sc1=O)C1c3ccccc3OCC1CS2)Nc1ccc(Cl)c(Cl)c1 (centres undefined)	i	1.2	16%	9.0%	11%	22%	19%	-24%	-0.3%	-45%
20	CC(C)(CNS(=O)(=O)c1ccc(F)cc1)CNS(=O)(=O)c1ccc(F)cc1	i	0.5	14%	3.0%	3%	·	-0.9%	6%	-0.2%	6%
21	CCN(CC)CCNC(=O)c1ccc(NC(=O)Cc2ccsc2)cc1	i	0.9	5%	0.9%	1%	-25%	-1.1%	4%	0.3%	1%
22	COc1ccc(S(=O)(=O)N(CC(N)=O)C2CCCCC2)cc1Cl	i	2.1	1%	-4.0%	7%	-4%	-0.2%	14%	0.5%	16%
23	CCc1nc(Nc2ccc3c(c2)OCO3)c2oc3ccccc3c2n1	i	0.8	18%	14%	0%	24%	1.2%	-7%	0.0%	-8%
24	CC(C)C[C@H](NC(=O)c1nc[nH]c1C(=O)NCC(=O)OCc1ccccc1)C(=O)OC(C)(C)C	i	0.2	6%	-3.8%	18%	8%	2.9%	-16%	0.0%	-41%[20 µM]
25	CCn1c(Cl)c(C=O)s/c1=N\S(=O)(=O)c1ccccc1	?	·	13%	-9.6%	15%	34%*	-2.6%	44%	0.8%	12µM*
26	Cn1ccnc1SCC(=O)Nc1cccc([N+](=O)[O-])c1	i	0.6	15%	-2.5%	3%	-27%	-0.8%	7%	-0.1%	-1%
27	COc1ccc(CNC(=O)CN(CCC(C)C)S(=O)(=O)c2ccc3c(c2)OCCO3)cc1	i	0.6	6%	2.0%	7%	-17%	0.6%	3%	1.1%	-18%
28	CCc1ccc(N2CCN(CCNC(=O)Nc3ccc(OC)cc3)CC2)cc1	i	0.6	-7%	3.2%	8%	-21%	-0.7%	-6%	0.0%	-17%[20 µM]
29	O=C(Nc1ccc(N2CCN(C(=O)c3ccc(Cl)cc3)CC2)cc1)c1cccnc1	i	0.2	2%	-1.6%	5%	-18%	-0.4%	10%	-0.5%	-40%
30	C=CCn1c(SCC(=O)NCc2ccccc2)nnc1C1CCCCC1	i	0.8	3%	3.3%	9%	-4%	0.4%	2%	0.6%	-17%
31	CCc1ccc(-c2cc(C(F)(F)F)n3nc(C(=O)Nc4c(C)nn(Cc5ccccc5C)c4C)cc3n2)s1	+	3.1*	-37%	3.8%	7%	36%	-1.6%	-4%	0.0%	-35%
32	O=C(Nc1ccc(Cl)cc1)NC1CCS(=O)(=O)C1 (centres undefined)	i	1.6	7%	-5.9%	16%	-7%	-0.5%	-1%	-0.2%	14%
33	Cc1ccccc1OCCSc1nnc(-c2ccncc2)n1C	i	0.6	-16%	-0.5%	-7%	-14%	-0.2%	11%	0.6%	18%
34	COc1ccc(CCN(C)C/C=C/c2ccccc2[N+](=O)[O-])cc1OC	i	0.5	-1%	-2.8%	-2%	-25%	1.4%	-4%	0.1%	-40%[20 µM]
35	CC1CCN(CCOCCOc2ccc(Br)cc2Cl)CC1	i	1.1	-5%	-3.7%	9%	-4%	2.7%	-16%	0.0%	2%
36	CC(=O)Nc1cccc(/C(C)=N/NC(=O)c2c(-c3ccccc3Cl)noc2C)c1	i	1.4	22%	0.5%	-7%	14%	-2.1%	3%	-0.3%	-48%
37	COc1ccc(C2=NOC(C(=O)Nc3ccc(C)cc3)C2)cc1OC (centres undefined)	i	2.5	9%	1.0%	13%	3%	-0.1%	12%	0.3%	-23%
38	Cc1ccccc1Nc1nc(N)nc(CN2CCN(Cc3ccc4c(c3)OCO4)CC2)n1	i	0.4	15%	-1.2%	22%	-18%	0.0%	3%	0.3%	-8%
39	COc1ccc(NC(=O)C/C(C)=N/NC(=O)c2cccs2)c([N+](=O)[O-])c1	i	0.7	-14%	-6.9%	16%	-4%	-2.6%	5%	-0.2%	-24%
40	CC(C)CNC(=O)CN(c1cccc(Cl)c1)S(C)(=O)=O	i	0.1	10%	·	4%	-28%	2.2%	12%	-0.1%	-26%[20 µM]
41	N#Cc1sc(NCc2ccccc2)nc1Cl	i	0.3	12%	0.2%	9%	-19%	4.3%	0%	0.0%	5%
42	COC(=O)c1cccc(NC(=O)c2cccc([N+](=O)[O-])c2)c1	i	0.3	13%	-2.1%	0%	-35%	1.0%	2%	0.1%	-16%[20 µM]
43	CCOC(=O)c1c(NC(C)=O)no[n+]1[O-]	i	0.5	11%	-5.1%	-1%	-26%	-1.9%	-9%	-0.5%	-4%
44	COCc1nc(-c2cc(OC)c(OC)c(OC)c2)no1	i	0.2	8%	7.3%	2%	-8%	-3.3%	-1%	·	-1%
45	O=c1nc(-c2ccccc2)cn[nH]1	i	0.7	5%	6.2%	-9%	·	0.5%	10%	-0.3%	-68%
46	Cc1ccc(-n2ncc(C#N)c2/N=C/N2CCOCC2)cc1	i	0.3	15%	-3.1%	-11%	-12%	-0.6%	-2%	-0.1%	30%
47	O=C(Cn1cncn1)NCc1cccc(C(F)(F)F)c1	i	1.0	-7%	-2.1%	14%	-32%	0.0%	-19%	-0.3%	-1%
48	CC(C)c1ccc(NC(=O)Cn2c(=O)oc3cccnc32)cc1	i	0.7	8%	2.5%	-7%	1%	-1.2%	9%	-0.2%	34%
49	Cn1nc(C(F)(F)F)cc1-c1ccc(/C=C(\C#N)C(=O)c2ccccc2)s1	i	0.8	-12%	16%	6%	-11%	92%*	-2%	0.2%	-120%
50	COc1ccc(OC)c(Nc2ccc(Nc3cc(OC)ccc3OC)nn2)c1	i	3.3	0%	-5.2%	-4%	-2%	-3.7%	8%	0.2%	2%
51	Cc1nn(-c2ccc(Cl)cc2)c2[nH]c(CCl)cc(=O)c12	i	3.6	-12%	1.3%	15%	12%	4.2%	-10%	-0.2%	-37%
52	O=[N+]([O-])c1ccc(-c2c[nH]c(=S)[nH]2)cc1	i	0.6	-21%	-2.9%	5%	6%	0.9%	12%	-0.1%	-2%
53	COc1ccc(NC(=O)CCC(=O)OCC(=O)c2ccc(Oc3ccc([N+](=O)[O-])cc3)cc2)cc1	i	0.4	14%	-4.4%	3%	-14%	-0.6%	-2%	-0.6%	44%

High-throughput results from PubChem.
